Mdm2 MdmX PPI – human Mdm2/MdmX binding inhibition; O15151+Q00987; SaOS-2 split-luciferase Mdm2/MdmX complementation, luminescence; inhibition, % at 8 µM; actives 3% (n = 330,000);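 active = inhibition of at least 50% at 8 µM in the primary screen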
Target sequence (O15151 whole entry, looked up): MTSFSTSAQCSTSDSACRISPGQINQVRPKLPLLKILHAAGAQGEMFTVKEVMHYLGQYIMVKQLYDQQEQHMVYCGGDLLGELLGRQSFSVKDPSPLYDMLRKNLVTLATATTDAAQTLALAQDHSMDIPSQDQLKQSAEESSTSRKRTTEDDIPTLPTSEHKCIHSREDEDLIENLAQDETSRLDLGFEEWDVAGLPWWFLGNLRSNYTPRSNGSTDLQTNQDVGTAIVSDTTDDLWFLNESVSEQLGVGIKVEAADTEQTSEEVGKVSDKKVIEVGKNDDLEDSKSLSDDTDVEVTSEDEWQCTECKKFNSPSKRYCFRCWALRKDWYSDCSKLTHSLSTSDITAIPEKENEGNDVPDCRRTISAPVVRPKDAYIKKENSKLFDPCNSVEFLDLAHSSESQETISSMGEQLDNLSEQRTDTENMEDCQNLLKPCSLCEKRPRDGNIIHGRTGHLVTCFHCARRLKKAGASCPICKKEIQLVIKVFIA
Target sequence (Q00987 whole entry, looked up): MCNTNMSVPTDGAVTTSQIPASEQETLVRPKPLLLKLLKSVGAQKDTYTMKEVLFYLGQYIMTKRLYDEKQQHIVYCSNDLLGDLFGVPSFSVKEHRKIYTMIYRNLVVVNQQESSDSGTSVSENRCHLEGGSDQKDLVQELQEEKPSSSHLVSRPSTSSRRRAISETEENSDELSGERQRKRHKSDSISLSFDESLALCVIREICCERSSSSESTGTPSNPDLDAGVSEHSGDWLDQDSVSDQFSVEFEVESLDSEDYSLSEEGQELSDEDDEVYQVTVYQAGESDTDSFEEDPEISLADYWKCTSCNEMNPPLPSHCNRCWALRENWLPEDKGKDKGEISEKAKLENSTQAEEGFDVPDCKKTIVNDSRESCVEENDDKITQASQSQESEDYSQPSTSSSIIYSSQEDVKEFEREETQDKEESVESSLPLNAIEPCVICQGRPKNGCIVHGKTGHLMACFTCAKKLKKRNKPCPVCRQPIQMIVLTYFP
CXCR6 block – CXCR6 (human) receptor inhibition; O00574; CHO-K1 PathHunter CXCR6 beta-arrestin, luminescence; inhibition, % at 20 µM; actives 0.36% (n = 360,000); AID 602244; in the data active = inhibition above about 34%, passing the limit was not always enough;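 note: antagonist mode with CXCL16 agonist at 10 nM final; 0% = 10 nM CXCL16 with DMSO and 100% = unstimulated wells without agonist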
CCR6 antag – blocks CCL20-driven beta-arrestin recruitment at human CCR6; P51684; CHO-K1 CCR6 PathHunter beta-arrestin, luminescence, CCL20-stimulated; inhibition, % at 20 µM; actives 0.49% (n = 340,000); AID 493098;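 active = compounds whose inhibition of the agonist-driven luminescence signal at 20 µM reaches about 50%, limit read from the data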;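 note: cells stimulated with CCL20 at 14 nM final; plate controls were DMSO with CCL20 for no effect and DMSO without agonist for full effect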
UPR XBP1 act – activators of adaptive arm of unfolded protein response (XBP1). CHO-XBP1 luciferase reporter, IRE1-XBP1 UPR activation, luminescence; percent of tunicamycin response, DMSO as zero. actives 0.33% (n = 330,000). activation, % at 20 µM;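 active = versus positive control, 20 µM dose yields 30% or more activation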;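 note: 100% = tunicamycin at 10 µg/mL and 0% = DMSO only wells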
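Material: CHO cell line with stable XBP1 luciferase reporter; schedule: 16-18 h cell attachment at 37 °C, then 6 h compound exposure; signal: glow luminescence from Steady-Glo reagent; medium: serum-containing F12 medium, 10% FBS; benchmarks: tunicamycin 10 µg/mL and vehicle-only wells; read-out: percent activation relative to tunicamycin reference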
EBI2 antag – blocks human EBI2 receptor beta-arrestin signaling | P32249 | AID 651636 | inhibition, % at 5 µM | actives 0.81% (n = 360,000) | EBI2 beta-arrestin recruitment, luminescence, 7a,25-OHC stimulated; in the data active = inhibition above about 38%;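 note: enzyme fragment complementation signal reports receptor beta-arrestin coupling in cells; 0% = agonist plus DMSO wells and 100% = wells without agonist; some results beyond the cut were filed as inactive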
APJ agonist – activates the human apelin receptor APJ; AID 2520; P35414; CHO-K1 APJ PathHunter beta-arrestin, luminescence; 0% DMSO wells, 100% apelin; actives 0.11% (n = 330,000); activation, % at 20 µM;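 active = activation more than six SD over the plate average, tested at 20 µM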;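 note: 0% = DMSO alone and 100% = apelin-13 at 10 nM; some results filed as inactive read as strong as hits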
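system = engineered CHO-K1 APJ arrestin reporter cells | input = 1000 cells per well | timing = overnight seeding, 90 min compound at 25 °C, 1 h detection | measured by = enzyme-fragment complementation luminescence | read-out = beta-arrestin recruitment to APJ as agonist activity, luminescent signal | control set = negative DMSO alone, positive Apelin-13 at 10 nM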
APJ antagonist – antagonists of human APJ apelin receptor | P35414 | CHO-K1 APJ beta-arrestin complementation, luminescence | inhibition, % at 20 µM | actives 0.32% (n = 330,000) | AID 2521;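 active = inhibition above about 40% at 20 µM, limit read from the data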;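 note: cells challenged with 10 nM apelin-13 agonist together with compound; plate controls were apelin-13 plus DMSO wells for no effect and DMSO wells lacking apelin-13 for full effect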
tim23-1 inh – growth inhibitors of tim23-1 mutant yeast; S. cerevisiae tim23-1 growth, BacTiter-Glo luminescence, 24 h; inhibition, % at 20 µM; actives 1.3% (n = 330,000); AID 463212;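 active = growth inhibition of the mutant yeast at or above 50%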;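 note: temperature-sensitive mutant grown at 25 °C; plate controls were DMSO-treated mutant yeast for no effect and medium wells lacking yeast for full effect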
CHOP UPR activ – activators of apoptotic arm of unfolded protein response (CHOP) | CHO-CHOP luciferase reporter, UPR activation, luminescence; percent of tunicamycin response over DMSO baseline | activation, % at 10 µM | actives 0.34% (n = 330,000) | AID 449763;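 active = at 10 µM dose, activation of 40% or more, normalized to positive control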;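 note: 100% = tunicamycin at 10 µg/mL and 0% = DMSO alone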
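System: CHO-CHOP luciferase reporter cell line; amount: 500 cells/well; buffer or medium: F12 medium containing 10% fetal bovine serum; incubation: 6 h compound exposure at 37 °C after overnight seeding; measured by: luciferase luminescence after 10 min with Steady-Glo reagent; evaluation: % reporter activation, DMSO baseline versus tunicamycin full activation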
* = called active by the depositor. The list is partial. The share of hits here may be higher or lower than overall.

SMILES	Mdm2 MdmX PPI	CXCR6 block	CCR6 antag	UPR XBP1 act	EBI2 antag	APJ agonist	APJ antagonist	tim23-1 inh	CHOP UPR activ
O=C(C1CCN(c2nnc(-n3cccc3)s2)CC1)N1CCCCC1	6.1	-3.7	-2.7	-4.6	4.2	-2.4	10.5	4.2	3.8
Nc1cccc(/C=C/c2ccncc2)c1	-18.7	-10.0	7.6	1.2	-11.7	-2.5	-4.9	16.9	4.9
CCCOc1ccc(-c2nc(OC)c3ccccc3n2)cc1	18.9	12.7	-12.7	3.7	14.1	-2.5	7.8	27.2	5.7
CCN(CC)C(=O)CSc1nnc(C2CCCCC2)o1	9.3	9.3	0.1	-1.9	-2.4	2.4	7.4	11.2	-0.6
CC1CCCC(NC(=O)CSC2=Nc3ccccc3C3CC=NN23)C1C (stereo not given)	8.9	8.0	17.3	-3.3	12.7	-3.8	7.7	10.2	1.7
CC(C)Nc1nnc(SC(C)C(=O)Nc2ccc(Cl)cn2)s1 (stereo not given)	12.3	-1.2	9.2	-1.9	-1.5	-2.4	-2.2	26.7	-1.0
COc1cccc(CNC(=O)CN2C(=O)NC(Cc3ccccc3)(c3ccccc3)C2=O)c1 (stereo not given)	-11.0	4.3	16.5	-5.5	-3.7	-4.9	-0.3	14.9	0.7
CC1CCN(C(=O)CNC(=O)Cc2ccccc2)CC1	-19.9	2.3	-3.0	1.5	-0.9	2.0	-9.3	3.6	3.4
Cc1cc(-c2onc3ccc(Cl)cc23)ccc1O	-7.7	-10.9	1.9	4.9	4.1	-0.3	10.8	8.6	5.6
C[C@]12CCC(O)CC1=CCC1C2CC[C@]2(C)/C(=N\NC(N)=S)CCC12 (stereo not given in full)	4.9	-1.7	12.2	2.5	6.1	-1.5	19.6	-34.5	-0.9
CCN(CC)S(=O)(=O)c1ccc(O)c(NC(=O)CN2CCc3ccccc3C2)c1	20.9	-16.8	9.9	-2.0	-6.3	-0.5	-3.0	-16.3	-0.8
CCOC(=O)c1cnc2cc(Cl)c(OC)cc2c1NCC1CCCO1 (stereo not given)	2.6	1.7	15.1	-2.6	41.4*	0.8	11.8	-1.1	-1.0
COc1cc(C(=O)Nc2nnc(-c3sccc3C)s2)cc(OC)c1OC	26.6	-1.2	4.2	8.1	-3.8	2.8	5.3	-4.7	0.2
CC(C)(C)NC(=S)NC(C)(C)C	-20.8	-7.3	4.8	-0.2	-12.4	-3.8	-0.7	17.1	-2.2
Cc1csc(Nc2ccccc2)n1	10.1	-3.2	3.6	1.0	-1.8	-1.5	12.4	26.5	0.0
COCCN(C(=O)CSc1nc2ccccc2c(=O)n1C(C)COC)c1c(N)n(Cc2ccccc2)c(=O)[nH]c1=O (stereo not given)	12.1	1.4	1.1	-3.1	1.6	-3.0	4.9	-2.7	-1.7
CCOc1cc(-c2nc(-c3ccncc3)no2)cc(OCC)c1OCC	36.1	12.1	7.4	13.4	-5.8	-3.8	11.0	5.1	2.7
OC(COc1ccccc1)CN1CCN(CC(O)COc2ccccc2)CC1 (stereo not given)	-3.0	8.4	8.8	-1.2	-1.3	-1.2	-29.2	5.2	-0.5
COc1ccc(NC(=O)c2ccc(N3CCOCC3)nc2)cc1	30.6	-2.3	4.7	0.2	4.6	-3.6	-1.5	8.0	0.4
N#Cc1ccc(-c2cccs2)nc1SCc1cccnc1	45.6	-10.2	-0.8	10.1	3.4	1.2	-8.2	-3.0	0.6
Cc1cccc(/C=N/NC(=O)c2cc(Br)ccc2OCc2ccccc2)n1	22.7	21.1	42.9	4.7	12.7	-4.1	30.0	19.7	-1.4
CCOc1ccc(NC(=O)CN2CCN(c3ccccc3C)CC2)cc1S(=O)(=O)N1CCCC1	-10.5	6.0	-5.5	0.7	2.9	-0.5	2.8	14.0	0.6
C=CCn1c(=O)c2c(C)c(C)sc2n2c(Nc3ccc(OC)cc3)nnc12	29.4	-6.7	-5.1	0.2	8.6	1.9	-1.8	2.2	2.2
c1cncc(C(c2nnnn2C2CCCC2)N2CCCC2)c1 (stereo not given)	20.5	-5.4	-10.6	1.1	1.5	-0.9	1.5	-11.7	-2.7
CC(C)(C)OC(=O)NC(CO)c1cn([C@@H](Cc2cc3ccccc3[nH]2)C(=O)N2CCN(C(=O)OC(C)(C)C)CC2)nn1 (stereo not given in full)	-19.4	-8.2	0.3	-2.5	-17.2	-5.4	-12.1	10.9	0.9

Other entries follow:
SMILES	Mdm2 MdmX PPI	CXCR6 block	CCR6 antag	UPR XBP1 act	EBI2 antag	APJ agonist	APJ antagonist	tim23-1 inh	CHOP UPR activ
CC1CCc2sc(NC(=O)C3CC(Cl)=CCC3C(=O)O)c(C#N)c2C1 (stereo not given)	-36.6	-1.9	8.1	2.5	1.4	-3.1	-8.4	18.0	-1.3
COc1cc(/C=N/NC(=O)c2ccc(NC(=O)C3CCCCC3)cc2)ccc1O	14.9	-21.4	-2.2	-3.0	0.1	-0.8	48.1*	-17.2	-0.6
Cc1ccc(NC(=S)N/N=C/c2c(C)nn(-c3ccccc3)c2N2CCCC2)cc1	29.7	17.1	11.6	0.5	-13.8	0.5	21.3	13.0	2.1
COC(CN(C(=O)CCl)C(C(=O)NC1CCCC(C)C1C)c1ccc(C)cc1)OC (stereo not given)	-18.1	4.6	8.3	0.7	2.1	-3.3	-10.3	33.8	1.7
CCOc1ccc(-c2noc(COC)n2)cc1OC	1.9	1.4	9.6	0.1	-10.4	-0.3	-7.8	17.0	1.4
CC(OC(=O)c1cc[n+]([O-])cc1)C(=O)NCc1ccccc1 (stereo not given)	15.5	-0.4	-7.2	-2.6	-7.5	-4.4	-4.9	-2.4	-0.5
CC(=O)Nc1c2c(nn1-c1ccc(C)cc1C)CS(=O)C2 (stereo not given)	28.4	-7.1	4.3	-4.8	-5.9	-4.9	-8.4	9.8	1.7
Cc1ccc2nc(NC(=O)CSc3nnc(C)c(=O)n3N)sc2c1	-16.0	-3.6	10.8	-0.2	-1.4	-2.3	2.4	5.0	6.0
CCCC(=O)N1CCN(c2ccc(NC(=S)NC(=O)c3cccc(C)c3)cc2)CC1	26.5	15.9	34.8	-0.2	33.5	-1.8	5.0	28.7	0.9
Cn1c(=O)c2c(ncn2CC(=O)Nc2cc(S(=O)(=O)N3CCCCC3)ccc2O)n(C)c1=O	-9.5	5.9	6.0	0.1	1.5	-0.4	6.0	0.3	-2.4
O=C(c1cccc(Cl)c1)N1CCC(c2nc3ccccc3[nH]2)CC1	-18.7	-2.6	3.7	-1.5	8.1	-4.5	7.4	-21.3	0.4
C[C@@]12C(=O)Nc3ccc(Br)cc3C(=O)N1[C@H]1c3cc(Cl)ccc3OC[C@@H]1[C@@H]2c1ccccc1	44.8	1.3	-2.5	4.0	5.7	0.0	-4.1	37.1	0.8
CCOc1cc(/C=C2/C(=O)ON=C2C)ccc1O	7.4	11.7	43.3	14.1	-37.1	-5.2	21.0	11.6	8.3
CCCS(=O)(=O)N1CCN(S(=O)(=O)c2ccccc2)CC1	5.2	-7.8	13.1	-1.4	-7.6	4.7	10.1	13.8	0.0
O=C(Cc1ccc(-n2cccc2)cc1)NC1CCCCCC1	-23.9	1.8	-9.3	-0.7	9.4	-5.1	5.0	31.9	-0.4
O=C(NC1CCCCCCC1)C1CCN(S(=O)(=O)N2CCCC2)CC1	-3.9	3.5	5.0	-3.5	-4.3	-1.4	6.8	8.7	1.2
Cn1nc(C(=O)OCC(=O)N(Cc2ccccc2)C(C)(C)C)c2ccccc2c1=O	14.1	7.0	8.1	1.3	9.6	-2.4	20.7	30.2	1.2
C=CCn1c(=NC(=O)CC)n(C)c2ccccc21	-8.6	3.6	-17.8	-2.5	-4.4	4.1	-7.0	12.4	-1.7
COC(=O)c1sc2nc(C)c([N+](=O)[O-])c(C)c2c1N	-21.4	7.0	7.2	1.0	-17.3	-4.7	15.7	35.3	-2.9
O=C(CSc1nnc(CNC(=O)c2cccs2)o1)NC1CCCC1	-4.0	3.4	0.9	-0.5	-8.3	-1.8	-2.7	11.7	1.0
Cc1cc(C(=O)NCCN2CCOCC2)c2ccccc2n1	21.4	0.6	-0.9	-1.8	-13.6	-0.5	2.0	2.2	-1.1
CNC(=O)CC(C(=O)O)c1ccc(OC(C)C)cc1 (stereo not given)	-16.3	-5.2	-12.2	1.9	-5.1	-4.2	2.7	-19.1	-0.9
COc1cc(C2C(C(=O)c3ccco3)=C(O)C(=O)N2Cc2cccnc2)cc(OC)c1OC (stereo not given)	38.9	0.9	-13.8	-1.0	-12.8	-1.5	-11.4	-7.5	-1.2
Cc1ccc(C(=O)NCC(=O)N/N=C/c2sccc2C)cc1[N+](=O)[O-]	2.4	2.5	18.3	5.2	9.0	-2.6	4.6	5.4	1.0
CCOc1ccc(S(=O)(=O)NCCC(=O)NCCOc2ccccc2)cc1	-4.6	-4.7	3.1	0.9	8.8	-3.2	10.0	-6.0	-1.0

Next section.
SMILES	Mdm2 MdmX PPI	CXCR6 block	CCR6 antag	UPR XBP1 act	EBI2 antag	APJ agonist	APJ antagonist	tim23-1 inh	CHOP UPR activ
Cc1ccc(/C=N/NC(=O)c2nnn(-c3nonc3N)c2-c2ccc3c(c2)OCO3)s1	-14.6	2.1	4.5	-2.3	-9.9	-2.2	-14.6	-15.7	0.1
CCCCc1nc2cc(C(=O)N3CCCCC3CCNC(C)=O)ccc2o1 (stereo not given)	4.7	-11.5	17.9	-8.0	-1.2	-8.1	11.8	-8.8	0.4
Cc1cc(C)c2nc(SCC(=O)NCCC3=CCCCC3)cc(C)c2c1	-5.0	1.5	18.9	0.0	25.2	-1.2	-9.4	5.4	1.3
O=C(CNC(=O)c1cccs1)OCC(=O)c1cccs1	-10.0	-3.3	-9.4	-2.4	-1.2	-1.5	5.4	22.3	-1.5
CCOc1ccc(C(C)NC(=O)C2CCC2)cc1 (stereo not given)	-0.5	-8.5	3.8	1.3	-7.5	1.4	-0.6	8.0	0.3
Cc1cc(=O)[nH]c(Nc2c(C)n(C)n(-c3ccccc3)c2=O)n1	-3.1	-5.3	-8.2	-7.7	6.6	0.6	13.8	-9.1	1.4
